Screening results as filed in PubChem.
Vif-APOBEC3G blk = Vif-A3G binding inhibition; Potency, µM (highest dose often 46.1 µM), inactives show at the highest dose activity, negative = active, usual class: inhibitors; AID 602310; Q9HC16; HeLa A3G-eYFP + Vif (tagged APOBEC3G with the HIV-1 protein that degrades it), YFP fluorescence, overnight; hit rate 0.076% among 410,000;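 note: potency is the fitted concentration of half-maximal effect; % is set by controls: 0 for no effect and ±100 for the full control effect; nearly all actives have a fitted effect of over 60% in size; hits raise eYFP signal because A3G escapes Vif-driven loss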
Target sequence (Q9HC16 whole entry, looked up): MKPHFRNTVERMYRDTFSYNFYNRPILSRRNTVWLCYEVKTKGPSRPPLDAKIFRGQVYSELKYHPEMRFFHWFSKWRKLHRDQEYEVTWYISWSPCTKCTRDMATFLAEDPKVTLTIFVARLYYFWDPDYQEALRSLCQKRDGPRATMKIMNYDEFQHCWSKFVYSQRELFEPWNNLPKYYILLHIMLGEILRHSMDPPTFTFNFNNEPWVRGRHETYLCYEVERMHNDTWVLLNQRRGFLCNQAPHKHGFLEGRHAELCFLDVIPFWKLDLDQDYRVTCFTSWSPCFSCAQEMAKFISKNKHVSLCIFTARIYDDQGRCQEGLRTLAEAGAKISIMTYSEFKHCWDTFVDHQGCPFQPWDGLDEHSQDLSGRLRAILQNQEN
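Read-out is eYFP fluorescence (Ex 488/Em 500-530) from Vif-expressing HeLa A3G-eYFP cells; more signal means A3G escaped Vif-mediated degradation. Cells plated overnight, compound pinned in, incubated overnight at 37 deg C.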
Glioma ERSR ind = ER stress response induction in glioma; U87-MG GRP78 promoter luciferase reporter, 16 h; Potency, µM, for the others: top-dose activation, hits mostly activators; hit rate 0.02% among 420,000; AID 602332; note: potency is the fitted concentration of half-maximal effect; series mostly up to about 76 µM; % of control where 0% means no effect; nearly all actives have a fitted effect of over 35% in size
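Stably transfected U87-MG glioma cells carrying a GRP78-based luciferase sensor; 16 h compound incubation. Luminescence end-point read 10 min after Bright-Glo addition at room temperature.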
D1 PAM = enhances dopamine response at the human D1 receptor. P21728. HEK293 TREx D1 cells, calcium flux, dopamine EC20 potentiation. potentiation, % at 10 µM. hit rate 0.036% among 360,000; in the data active = potentiation above about 30%; note: 0% is about no effect
D2 potentiator = positively modulates the human D2 dopamine receptor allosterically; P14416; potentiation, % at 10 µM; HEK293 T-REx D2, calcium flux, EC20 dopamine potentiation; hit rate 0.34% among 340,000;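 active = potentiation over 3 SD above the plate norm, cut at about 30% in these data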; note: 0% is about no effect
Target sequence (P14416 whole entry, looked up): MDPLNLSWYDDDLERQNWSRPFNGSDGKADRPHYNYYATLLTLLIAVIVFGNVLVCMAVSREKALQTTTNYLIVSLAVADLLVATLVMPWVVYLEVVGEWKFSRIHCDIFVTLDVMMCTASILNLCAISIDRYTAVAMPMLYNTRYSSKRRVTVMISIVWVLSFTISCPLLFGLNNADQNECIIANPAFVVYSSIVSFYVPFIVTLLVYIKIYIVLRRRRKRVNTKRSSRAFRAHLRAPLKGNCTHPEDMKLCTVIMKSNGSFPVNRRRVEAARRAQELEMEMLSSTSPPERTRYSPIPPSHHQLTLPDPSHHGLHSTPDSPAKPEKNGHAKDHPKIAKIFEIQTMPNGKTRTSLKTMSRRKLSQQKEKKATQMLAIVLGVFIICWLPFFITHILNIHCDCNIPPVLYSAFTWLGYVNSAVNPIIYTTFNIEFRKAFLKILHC
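Potentiation of an EC20 dopamine calcium response is measured in a force-coupled, tetracycline-inducible Hek293 Trex D2 line. Compound-only kinetic reads over 180 s flag agonists before dopamine addition.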
D1 antag = human D1 dopamine receptor antagonism; P21728; HEK293 TREx D1 cells, calcium flux, dopamine EC80; stronger effect = lower value; activity change, negative = inhibition, % at 10 µM; hit rate 3.2% among 360,000; in the data active = activity change below about -30%; note: % is set by controls: 0 for no effect and ±100 for the full control effect
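Cells carrying a force-coupled, tetracycline-inducible human D1 receptor report calcium flux. Each well gets a 10 s baseline, compound with 180 s monitoring, then an EC80 dopamine stimulus with a second 180 s kinetic read.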
RXFP1 ag = agonists of human relaxin receptor RXFP1; Q9HBX9; HEK293T-RXFP1 cAMP TR-FRET, 30 min; response scale: percent of porcine relaxin response, buffer zero; Potency, µM (series often up to 57.5 µM), for inactives: at the top dose activation, hits mostly activators; hit rate 0.3% among 370,000; note: potency is the fitted concentration of half-maximal effect; % is set by controls: 0 for no effect and ±100 for the full control effect; nearly all actives have a fitted effect of over 60% in size; many of its hits are not listed in these tables
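HEK293 cells stably expressing RXFP1, treated 30 min at 37C with compounds plus PDE4 inhibitor Ro 20174; cAMP measured by HTRF TR-FRET. Normalized to buffer and 29 nM porcine relaxin; EC50 by Hill fit.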
LDHA block = inhibitors of human lactate dehydrogenase A; P00338; purified LDHA, NADH/diaphorase-resazurin fluorescence; stronger effect = lower value; activity change, % (values are at about 110 or 230 µM); hit rate 0.15% among 480,000; in the data active = activity change below about -30%; inconclusive = mostly about -25% to -30%;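 note: plate controls were DMSO wells for no effect and wells without enzyme for full effect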
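Remaining NADH was detected by diaphorase (0.133 mg/mL) converting 37 µM resazurin to fluorescent resorufin, read at 0 and 20 minutes. The preceding 5-minute room-temperature reaction used 2 nM LDHA, 0.2 mM sodium pyruvate and 0.06 mM NADH at pH 7.4.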
Vif-A3F inh = inhibitors of Vif-A3F interaction | HeLa A3F-eYFP + Vif (tagged APOBEC3F with the HIV-1 protein that degrades it), YFP fluorescence increase | Potency, µM (highest dose often 46.1 µM), without a hit: top-dose activity, negative = active | hit rate 0.2% among 390,000; note: potency is the fitted concentration of half-maximal effect; % of control where 0% means no effect; nearly all actives have a fitted effect of over 65% in size
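HeLa cells stably expressing A3F-eYFP plus Vif, plated and incubated overnight at 37 deg C, then exposed to compounds overnight at 37 deg C. Blocked degradation read as raised yellow fluorescence (Ex 488/Em 500-530).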
D1 ag = activates the human D1 dopamine receptor. AID 504660. P21728. HEK293 T-REx D1 cells, calcium flux, agonist mode. activation, % at 2 µM. hit rate 1% among 360,000; in the data active = activation above about 30%; note: 0% is about no effect
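Agonism was scored from calcium flux recorded over 180 s (1 read/s) after pintool compound addition, following a 10-cycle baseline. Cells were inducible force-coupled HEK293 TREx D1, plated overnight at 30 C and loaded with no-wash calcium dye.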
* = called active by the depositor; ? = inconclusive; / = no result given. Unless noted, calls come from the whole dose curve; as a rule, active = well fitted curve in the direction sought with a large enough effect; inconclusive = small, poorly fitted or top-dose-only effect, or another doubt; inactive = no such curve, though single readings can be large; an effect the other way counts as inactive or inconclusive.

1. O=C(N=Nc1c(O)[nH]c2ccc(Br)cc12)c1cc(-c2cccc3ccccc23)n[nH]1
2. CCn1c(SCC(=O)NCC2CCCO2)nnc1-c1ccc(S(=O)(=O)N2CCN(C)CC2)cc1 (centres undefined)
3. COc1ccc(OC)c(S(=O)(=O)Nc2cc3c(cc2C)n(C)c(=O)c(=O)n3C)c1
4. CC(C)C[C@H](NC(=O)c1nc[nH]c1C(=O)N1CCN(C(=O)OC(C)(C)C)CC1)C(=O)OCc1ccccc1
5. Clc1cc(Br)ccc1OCCCNCc1ccccc1
6. CCC(CC)C(=O)N(CCc1ccc(OC)cc1)Cc1nc2ccccc2c(=O)[nH]1
7. CN(C)Cc1cn(CCC(=O)O)c2ccccc12
8. COc1ccc(OCc2cc(C(=O)N3CCC(OC)CC3)no2)c2ccccc12
9. O=C(NCC(=O)c1ccccc1)OCc1ccc([N+](=O)[O-])cc1
10. C=CCn1c(SCC(=O)Nc2ccc3c(c2)OCO3)nnc1-c1cc(Br)ccc1O
compound no.	1	2	3	4	5	6	7	8	9	10
Vif-APOBEC3G blk	3.1%	-0.4%	-0.8%	-4.3%	-17.5%	?	0.6%	-8.8%	-5.1%	-4.2%
Glioma ERSR ind	-2.8%	2.2%	0.2%	?	-3.0%	-3.1%	-4.1%	-0.3%	6.1%	-2.5%
D1 PAM	-2.3	3.5	-4.0	-1.1	-6.2	-2.2	/	-3.4	-18.4	-4.7
D2 potentiator	11.7	0.3	-2.8	-1.2	-13.9	-5.8	/	4.0	8.3	-18.0
D1 antag	-9.2	-15.5	10.2	-27.1	6.1	2.3	/	1.5	9.2	-0.2
RXFP1 ag	1.7%	-0.6%	11.2%	1.5%	1.0%	2.5%	/	0.7%	-0.9%	2.4%
LDHA block	-1.6	-0.8	0.7	3.0	-17.8	-2.1	-1.8	33.6	-0.4	1.8
Vif-A3F inh	-4.3%	5.2%	0.3%	-6.5%	-29.5%	0.2%	3.2%	-3.3%	6.6%	-0.3%
D1 ag	1.0	5.0	1.9	-0.4	55.3*	0.8	/	2.0	6.3	0.5

11. Cc1ccc(C2c3c(-c4cc(C)ccc4O)n[nH]c3C(=O)N2Cc2ccco2)cc1 (centres undefined)
12. S=c1[nH]nc(-c2ccc3ccccc3n2)n1Cc1ccccc1
13. O=C(OCC(=O)N1CCc2ccccc21)c1ccccc1[N+](=O)[O-]
14. CCN(CC)S(=O)(=O)c1ccc(N2CC(C(=O)NC3(C)CCS(=O)(=O)C3)CC2=O)cc1 (centres undefined)
15. C[C@@H]1C(=O)N(c2ccccc2)[C@@H]1c1ccncc1
16. O=C(CSCc1ccc(Cl)cc1)Nc1ccc(Br)cc1C(=O)O
17. COc1ccc(N(CC(=O)N2CCCCCC2)S(=O)(=O)c2c(C)[nH]c(=O)[nH]c2=O)cc1
18. Cc1nn2c(N)c(-c3ccccc3)cnc2c1-c1ccc(Cl)cc1
19. CC(Sc1ccccc1)C(=O)Nc1ccccc1C(=O)N1CCOCC1 (centres undefined)
20. CCOc1ccc(NS(=O)(=O)c2cc(NC(=O)C3CC3)ccc2C)cc1Br
compound no.	11	12	13	14	15	16	17	18	19	20
Vif-APOBEC3G blk	-6.8%	-1.1%	3.0%	1.3%	-0.1%	-3.2%	0.8%	-2.8%	0.0%	-8.3%
Glioma ERSR ind	-11.5%	-3.3%	-6.4%	-2.6%	-4.0%	-5.7%	-5.8%	3.1%	-1.2%	-1.4%
D1 PAM	9.2	-0.4	-4.5	-2.9	/	8.0	-0.2	-24.3	-10.9	/
D2 potentiator	0.4	-1.3	-2.0	4.7	/	/	1.1	-0.9	-6.6	/
D1 antag	12.2	6.9	-3.2	8.0	/	9.2	4.3	-19.2	5.4	/
RXFP1 ag	0.6%	2.9%	0.3%	0.8%	/	0.3%	1.2%	6.5%	0.4%	/
LDHA block	10.8	-6.2	-3.8	1.6	4.0	-4.0	-1.2	5.1	-6.5	-5.5
Vif-A3F inh	4.5%	-7.7%	-5.0%	3.1%	7.6%	7.1%	5.2%	-16.1%	-12.9%	9.7%
D1 ag	1.3	-0.1	2.2	3.2	/	0.2	3.0	3.5	0.8	/

An excerpt from above in order of their number in D1 ag, low to high:
item | SMILES | D1 ag
12 | S=c1[nH]nc(-c2ccc3ccccc3n2)n1Cc1ccccc1 | -0.1
16 | O=C(CSCc1ccc(Cl)cc1)Nc1ccc(Br)cc1C(=O)O | 0.2
11 | Cc1ccc(C2c3c(-c4cc(C)ccc4O)n[nH]c3C(=O)N2Cc2ccco2)cc1 (centres undefined) | 1.3
18 | Cc1nn2c(N)c(-c3ccccc3)cnc2c1-c1ccc(Cl)cc1 | 3.5

The list continues.
21. Cc1ccc(NC(=O)NN2CCN(C)CC2)cc1C
22. C=CCNC(=O)c1cc(Cl)ccc1Cl
23. Cc1ccc(C(=O)NC(=S)Nc2ccc(-c3ccc(CO)o3)cc2)cc1
24. O=C(Nc1ccc(-c2nc3cc(Cl)ccc3o2)cc1)C1CCCO1 (centres undefined)
25. COCCOC(=O)c1c(NC(=O)CSc2cccc[n+]2[O-])sc(C(N)=O)c1C
26. COC(=O)c1ccc(CNC(=O)C(NC(=O)c2ccco2)C(C)C)cc1 (centres undefined)
27. O=C(Nc1ccc(Br)cc1)c1cccnc1N1CCOCC1
28. COc1ccc(-c2nc(C)ncc2N=Nc2ccccc2)cc1
29. O=C(CCN1CCN(CCO)CC1)Nc1ccc(F)c(F)c1
30. CC(C)(C)NC(=O)Cn1cnc2cc([N+](=O)[O-])ccc2c1=O
compound no.	21	22	23	24	25	26	27	28	29	30
Vif-APOBEC3G blk	1.8%	1.9%	-8.1%	-13.0%	1.1%	-0.2%	-2.7%	-6.8%	1.0%	0.7%
Glioma ERSR ind	0.1%	-2.3%	-3.3%	6.8%	1.6%	-2.3%	-4.1%	6.3%	-2.1%	0.2%
D1 PAM	-2.5	-3.2	-4.3	-17.4	-5.8	-6.5	-0.8	0.5	6.7	3.4
D2 potentiator	2.5	32.7*	4.2	12.1	11.9	/	0.3	4.3	8.5	0.8
D1 antag	4.5	11.3	-11.0	1.1	6.3	8.0	10.0	-3.6	4.8	-8.9
RXFP1 ag	-0.5%	-1.4%	1.7%	1.9%	3.8%	1.6%	-1.4%	-0.8%	0.7%	6.2%
LDHA block	0.5	-9.8	-6.7	-6.3	-0.4	-0.8	-3.0	-4.8	-0.5	1.4
Vif-A3F inh	3.5%	-0.9%	-3.0%	-17.4%	?	-18.2%	4.2%	0.3%	/	4.2%
D1 ag	1.9	1.4	3.0	2.7	2.5	0.1	11.5	4.3	1.0	1.1

31. C=C1CCc2c([nH]c3ccc(OCC(C)C)cc23)C1=O
32. CCOc1ccc(NC(=O)Nc2ccc3nsnc3c2)cc1
33. C=CCNC(=S)Nc1sc2c(c1C#N)CCCC2
34. Cc1ccccc1C(=O)NNC(=O)c1cccn1C
35. Cc1nn2c(NCc3ccccn3)c3c(nc2c1-c1ccccc1)CCC3
36. N#CC1=C(N)Oc2cc(N)ccc2C1c1cccc(F)c1 (centres undefined)
37. CCCCn1c(N)c(NCc2ccccc2OC)c(=O)[nH]c1=O
38. CCCCSC(=S)NC1CCS(=O)(=O)C1 (centres undefined)
39. CNS(=O)(=O)c1ccc(C(C)(C)C)cc1
40. COc1ccc(OCCSc2nnc(CCNC(=O)c3ccc(Cl)c(Cl)c3)n2C)cc1
compound no.	31	32	33	34	35	36	37	38	39	40
Vif-APOBEC3G blk	-16.7%	-12.6%	-2.7%	0.1%	0.5%	?	-6.2%	-16.4%	1.8%	-7.7%
Glioma ERSR ind	-14.5%	4.6%	-4.1%	5.3%	-0.4%	-5.3%	-4.4%	-12.0%	-1.8%	-1.1%
D1 PAM	-4.8	-9.4	-2.8	-3.4	-5.0	-4.2	-3.7	-4.8	-11.8	-4.8
D2 potentiator	13.9	-5.1	-2.4	5.4	-11.2	5.0	-6.0	0.8	-23.8	2.9
D1 antag	-8.1	-5.9	-23.3	-23.7	8.3	-7.4	-7.4	-10.2	-29.3	-36.2*
RXFP1 ag	-0.1%	1.2%	17.6%	0.1%	0.0%	-0.8%	-1.0%	2.1%	1.0%	0.3%
LDHA block	-1.7	0.9	2.1	-13.1	-8.8	-2.3	-1.6	-3.2	-0.5	2.1
Vif-A3F inh	14.7%	0.3%	-2.4%	-12.8%	2.6%	-0.2%	4.0%	4.5%	8.0%	-1.2%
D1 ag	2.3	12.6	-1.3	0.4	-0.3	6.6	1.1	1.2	2.9	0.8

41. Cc1nc2ccccc2c(=O)[nH]1
42. COc1ccc([N+](=O)[O-])cc1N(CC(O)CN1C(=O)NC(C)(C)C1=O)S(=O)(=O)c1ccccc1 (centres undefined)
43. Cc1ccc(Cc2c(-c3ccc(C)cc3)nc3ccc(Cl)cn23)cc1
44. Cc1[nH]c(=O)[nH]c(=O)c1S(=O)(=O)N1CCCC(C(=O)NCc2ccco2)C1 (centres undefined)
45. O=C1/C(=C/c2ccco2)Cc2ccccc21
compound no.	41	42	43	44	45
Vif-APOBEC3G blk	-5.0%	-1.2%	-1.7%	0.7%	-14.3%
Glioma ERSR ind	-1.1%	-2.4%	1.5%	-6.9%	0.7%
D1 PAM	-3.2	6.7	/	-1.4	-5.0
D2 potentiator	15.7	-9.3	/	-6.4	10.6
D1 antag	7.9	9.0	/	5.1	0.4
RXFP1 ag	2.7%	1.9%	/	-1.7%	0.5%
LDHA block	-0.4	-3.2	0.3	2.5	-3.8
Vif-A3F inh	/	1.3%	-5.2%	-2.7%	-7.5%
D1 ag	-0.2	0.8	/	-0.1	-0.4

Some of the compounds tested. The share of hits here may be higher or lower than overall.
